Compound activity (PubChem BioAssay)
DRD3 antagonist = antagonists of human D3 dopamine receptor; max response, negative = inhibition, %; P35462; actives 2.5% (n = 360,000); AID 652054; D3R cells, DiscoveRx beta-arrestin luminescence, antagonist mode; active compounds read low; in the data active = max response below about -50%; inconclusive = no clear call, values can overlap the other calls; also: % is scaled to controls: 0 for no effect and ±100 for the full control effect; mostly tested at two doses, the higher about 12 µM
Target sequence (P35462 whole entry, looked up): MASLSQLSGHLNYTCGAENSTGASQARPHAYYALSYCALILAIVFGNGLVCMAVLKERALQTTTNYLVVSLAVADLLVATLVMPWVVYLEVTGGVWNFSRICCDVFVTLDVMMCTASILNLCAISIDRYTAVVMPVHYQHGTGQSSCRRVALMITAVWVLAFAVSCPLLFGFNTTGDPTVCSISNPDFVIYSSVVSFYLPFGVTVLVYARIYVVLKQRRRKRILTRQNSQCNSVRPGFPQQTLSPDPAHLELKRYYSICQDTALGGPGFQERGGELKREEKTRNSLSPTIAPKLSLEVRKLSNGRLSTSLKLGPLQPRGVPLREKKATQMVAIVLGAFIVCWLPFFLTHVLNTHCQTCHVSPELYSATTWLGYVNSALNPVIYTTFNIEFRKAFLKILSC
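Cells plated overnight at 1500 cells/well, then exposed to library compounds with dopamine controls for 90 minutes at 37 degrees C. DiscoveRx reagent added for 30–60 minutes at room temperature; luminescence read, quantitative HTS format.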
DRD3 agonist = D3 dopamine receptor (human) agonism. max activation, %. actives 0.58% (n = 410,000). D3R DiscoveRx beta-arrestin cells, luminescence, 90 min. P35462. AID 652048; in the data active = max activation above about 30%; also: 0% is about no effect; mostly tested at two doses, the higher about 12 µM
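Cells at 1500/well, incubated overnight, then treated with pinned compounds (dopamine as control) for 90 min at 37 degrees C. DiscoveRx reagent added for 30 - 60 minutes at room temperature; luminescence read.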
SW480 rerep = induces DNA re-replication in SW480 colon adenocarcinoma cells | SW480 DNA re-replication, Hoechst DNA content imaging, 48 h | Potency, µM (series often up to 46.1 µM), without a hit: top-dose re-replication activation, actives largely listed as activators | actives 1.8% (n = 340,000) | AID 624297; also: potency is read from the fitted curve at half-maximal effect; % of control where 0% means no effect; nearly all actives have a fitted effect of over 55% in size
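Cells (250 per well) received 23 nL compound or DMSO by pin tool and were kept 48 hr at 37 C, 5% CO2. Nuclei were then stained with Hoechst for 40 min and scanned for DNA content.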
IL-1B inflam inh = inflammasome signaling inhibition, IL-1 beta readout; THP-1 LPS/ATP IL-1B secretion, AlphaLISA, 16 h; active compounds read low; activity change, % at 57.5 µM; actives 4.7% (n = 360,000); AID 743279; in the data active = activity change below about -50%; inconclusive = mostly about -30% to -49%; also: % is scaled to controls: 0 for no effect and ±100 for the full control effect
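Secreted IL-1B measured by AlphaLISA bead assay after 16 h compound exposure of THP-1 cells; compounds (final up to 57.5 uM) added 1 h before LPS (250 ng/mL) and ATP (1.25 mM) stimulation; lower signal means less secretion.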
KB-3-1 cytotox = kills parental KB-3-1 adenocarcinoma cells; KB-3-1 viability, CellTiter-Glo ATP luminescence, 72 h; Potency, µM (top dose mostly 46.1 µM), for inactives: at the highest dose activity change, negative = cytotoxic, hits mostly cytotoxic; actives 1.4% (n = 400,000); AID 1347075; also: potency is read from the fitted curve at half-maximal effect; % is scaled to controls: 0 for no effect and ±100 for the full control effect; nearly all actives have a fitted effect of over 60% in size
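Luminescent ATP read-out (CellTiter-Glo) measures survival of drug-naive KB-3-1 cells after 72 h compound exposure at 37 °C. Titration series was screened from lowest to highest concentration, with DMSO vehicle plates as background controls.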
GLP1R ag = GLP-1 receptor (human) agonism | Potency, µM (doses to about 45.6 µM), inactives show at the highest dose activation, usual class: activators | HEK293 GLP-1R CRE-luciferase, luminescence, 4-6 h; cells express a hypersensitive GLP-1R form | P43220 | AID 624172 | actives 0.007% (n = 380,000); also: potency is read from the fitted curve at half-maximal effect; % of control where 0% means no effect
Target sequence (P43220 whole entry, looked up): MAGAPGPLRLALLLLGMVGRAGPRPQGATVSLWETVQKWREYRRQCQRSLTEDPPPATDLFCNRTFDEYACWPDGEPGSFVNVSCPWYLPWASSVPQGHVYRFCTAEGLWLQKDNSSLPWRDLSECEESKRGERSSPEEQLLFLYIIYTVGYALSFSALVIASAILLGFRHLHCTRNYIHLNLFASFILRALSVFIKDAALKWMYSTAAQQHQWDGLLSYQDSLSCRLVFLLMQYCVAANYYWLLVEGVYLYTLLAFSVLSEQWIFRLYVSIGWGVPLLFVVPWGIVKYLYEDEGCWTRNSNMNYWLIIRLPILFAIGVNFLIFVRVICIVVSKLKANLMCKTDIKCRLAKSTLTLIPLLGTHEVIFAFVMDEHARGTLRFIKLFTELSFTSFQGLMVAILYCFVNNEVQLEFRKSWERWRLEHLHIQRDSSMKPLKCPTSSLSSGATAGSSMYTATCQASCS
HT1080 IDH1KD tx = kills HT-1080 cells with IDH1 knockdown; HT-1080 IDH1 knockdown viability, ATP luminescence, 48 h; actives 2% (n = 360,000); Potency, µM (doses to about 46.1 µM), inactives show at the top dose activity, negative = toxicity, hits mostly cytotoxic; AID 686971;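 also: potency is read from the fitted curve at half-maximal effect; 0% = DMSO wells and -100% = cell-free medium wells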
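% activity derives from luminescence (CellTiter-Glo), normalised to DMSO and no-cell wells. HT-1080-IDH1KD cells, 750/well, had 48 h compound exposure at 37 °C.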
KB-V1 MDR tox = KB-V1 MDR subline cytotoxicity; KB-V1 MDR cells viability, CellTiter-Glo, 72 h; Potency, µM (series often up to 46.1 µM), for inactives: at the top dose activity change, negative = cytotoxicity, actives largely listed as cytotoxic; actives 3.4% (n = 400,000); also: potency is read from the fitted curve at half-maximal effect; % is scaled to controls: 0 for no effect and ±100 for the full control effect; nearly all actives have a fitted effect of over 60% in size
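Cells of the MDR subline KB-V1 are plated, dosed with compound at multiple concentrations, and incubated 72 h at 37 degrees C; CellTiter-Glo is then added and luminescence read after 10 min.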
HT1080NT lethal = kills 2HG-producing HT-1080-NT fibrosarcoma cells. actives 1.6% (n = 360,000). Potency, µM (series often up to 46.1 µM), inactives show at the highest dose activity, negative = less viability, hits mostly cytotoxic. HT-1080-NT fibrosarcoma viability, CellTiter-Glo ATP luminescence, 48 h. AID 686970;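 also: NT is the 2HG producing partner of a matched IDH1 knockdown line; potency is read from the fitted curve at half-maximal effect; 0% = DMSO-treated cells and -100% = media-only wells without cells; nearly all actives have a fitted effect of over 55% in size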
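A 48-hour cytotoxicity screen used HT-1080-NT cells plated 2 hours before compound delivery. ATP-based CellTiter-Glo luminescence measured viability, normalized to DMSO and no-cell controls.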
An asterisk follows results filed as active; u = inconclusive; x = not tested or not shown; & = joins results of further samples; [ ] = dose if it differs, or a comment. Unless noted, calls follow the shape of the dose curve; as a rule, active = well fitted curve in the direction sought with a large enough effect; inconclusive = small, poorly fitted or top-dose-only effect, or another doubt; inactive = no such curve, though single readings can be large; an effect the other way counts as inactive or inconclusive.

SMILES	DRD3 antagonist	DRD3 agonist	SW480 rerep	IL-1B inflam inh	KB-3-1 cytotox	GLP1R ag	HT1080 IDH1KD tx	KB-V1 MDR tox	HT1080NT lethal
Cc1cccc(C(=O)N/C(=C/c2ccco2)C(=O)N2CCCCCC2)c1	-6	1	u	-15	3%	-4%	-2%	-9%	-1%
O=C(NNC(=O)c1ccc(S(=O)(=O)N2CCCCC2)cc1)c1ccc(F)cc1	4	15	-15%	-1	-3%	2%	-6%	3%	12%
COc1cc(C(=O)OCC(=O)Nc2cc(C)on2)c([N+](=O)[O-])cc1OC	10	-4	-1%	-7	14%	15%	13%	u	2%
COc1ccc(/C=C/C(=O)c2ccccc2O)cc1	3	-10	0.1µM*	0	2%	3%	1%	35%	10%
CCn1c(SCC(=O)N/N=C/c2ccncc2)nc2ccccc21	15	3	-16%	10	6%	8%	-3%	-7%	0%
COc1ccc(N2CCN(C(=O)CSc3nnc4c(C)cc5ccccc5n34)CC2)cc1	38	2	-5%	16	-6%	1%	-2%	u	-4%
CCCNC(=O)C1(C)CCCN(C(=O)CN2C(=O)c3ccccc3C2=O)C1 (centres undefined)	0	7	x	15	0%	0%	16%	-4%	18%
Cc1ccc(C(=O)N/C(=C/c2ccco2)C(=O)NCCc2c[nH]c3ccccc23)cc1C	-25	-7	12%	u	0%	-2%	-24%	10%	-16%
C=CCNC(=O)C1CCCN(S(=O)(=O)c2ccc(-n3cnnn3)cc2)C1 (centres undefined)	8	1	-36%[inhibitor]	17	-2%	3%	6%	u	1%
O=C(NCC(=O)N1CCN(C(=O)c2ccco2)CC1)c1cccc(Cl)c1	4	7	-1%	-26	3%	0%	6%	-9%	7%
CCCCC(CC)CNC(=O)CCCCCn1c(=O)[nH]c2ccsc2c1=O (centres undefined)	x	10	x	x	-5%	0%	x	12%	x
COC(=O)C1CCN(C(=O)COc2cc3sc(C)nc3c3sccc23)CC1	38	4	12%	84	5%	12%	-2%	1%	-5%
CC1(C)Cc2ccccc2C(NNC(=O)c2ccccc2)=N1	-24	-18	-3%	-11	3%	-1%	21%	u	27%
COc1ccc(N=C2SC(CC(=O)Nc3ccccc3)C(=O)N2Cc2ccco2)cc1 (centres undefined)	9	-4	10%	-4	-19%	12%	-1%	0%	1%
CCCCn1c(N)c(N(CCOC)C(=O)CCS(=O)(=O)c2ccc(C)cc2)c(=O)[nH]c1=O	0	-1	x	-26	u	-7%	0%	u	-2%
CC(=O)Nc1ccc(S(=O)(=O)NCCc2c[nH]c3ccc(C)cc23)cc1	30	4	0%	10	0%	-1%	-2%	1%	-4%
COc1ccc(C(=O)c2c(C)oc3ccc(O)cc23)c(OC)c1	17	7	-1%	u	0%	9%	-18%	-17%	-29%
c1ccc(CCN2CN=C(Nc3nc4ccccc4o3)NC2)cc1	21	-6	-3%	39	u	-5%	0%	13µM*	13%
CC(=O)NCCC(=O)Nc1cc(S(=O)(=O)N2CCCCC2)ccc1Oc1ccccc1	3	-10	1%	-1	x	4%	-11%	x	-5%
CC(C)n1cc(/C=C2/SC(=O)N(CC(=O)Nc3ccc4c(c3)OCO4)C2=O)c2ccccc21	-22	-1	13%	16	10%	-3%	-3%	-1%	8%
Cn1c(NCc2ccccc2)nc2cc(-c3cccc(C(F)(F)F)c3)sc2c1=O	7	6	x	0	u	1%	8%	u	12%
CC(C)(C)c1ccc(OCCOCCn2cnc3ccccc3c2=O)cc1	41	8	58%	23	-1%	23%	0%	u	4%
CC1CCN(C(=O)c2ncn3c2c(=O)[nH]c2cccnc23)CC1	-20	3	x	8	6%	-1%	9%	18%	7%
Cc1c(C)n(Cc2ccccc2)c2ncnc(NN)c12	0	-1	-10%	152	-16%	23%	-17%	0%	-3%
CC(C)CN(C(=O)COC(=O)c1nc(Cl)ccc1Cl)C1CCS(=O)(=O)C1 (centres undefined)	12	13	0%	1	-9%	-1%	16%	0%	12%
CCN(CC)S(=O)(=O)c1ccc(Cl)c(NC(=O)COC(=O)c2nc3nc(C)cc(C)n3n2)c1	10	-13	-43%[inhibitor]	15	2%	2%	4%	-10%	4%
CCOC(=O)CSc1nnc(-c2ccccc2OC)o1	19	18	-2%	23	7%	0%	-19%	24%	-1%
Cc1ccc(Cn2ncc(Cl)c(Cl)c2=O)cc1	u	-10	u	-103*	-5%	-27%	u	-33%	u
CCn1c(SCC(=O)NCC2CCCO2)nc2c(c1=O)SC(C)C2 (centres undefined)	3	0	-3%	-1	-1%	2%	9%	-8%	5%
CN(C)c1ccc(N=Cc2nc(-c3ccccc3)oc2OC(=O)c2cccc(Cl)c2)cc1	-4	-5	-3%	-16	u	-8%	2%	-1%	1%

The final 3 compounds of the part above lead into the next:
SMILES	DRD3 antagonist	DRD3 agonist	SW480 rerep	IL-1B inflam inh	KB-3-1 cytotox	GLP1R ag	HT1080 IDH1KD tx	KB-V1 MDR tox	HT1080NT lethal
Cc1ccc(Cn2ncc(Cl)c(Cl)c2=O)cc1	u	-10	u	-103*	-5%	-27%	u	-33%	u
CCn1c(SCC(=O)NCC2CCCO2)nc2c(c1=O)SC(C)C2 (centres undefined)	3	0	-3%	-1	-1%	2%	9%	-8%	5%
CN(C)c1ccc(N=Cc2nc(-c3ccccc3)oc2OC(=O)c2cccc(Cl)c2)cc1	-4	-5	-3%	-16	u	-8%	2%	-1%	1%
O=C(Nc1ccccc1-c1ccccc1)c1ccccc1Br	-13	-7	2%	16	-19%	-3%	u	u	-6%
C=CCc1cccc(/C=N/n2cnnc2)c1O	-23	-1	26%	-7	-3%	16%	3%	-13%	4%
O=C(Nc1n[nH]c(C(F)(F)F)n1)C1CC1	9	5	-14%	-5	17%	-2%	u	-3%	18%
C[C@H](CO)N1C[C@H](C)[C@@H](CN(C)C(=O)NC2CCCCC2)Oc2ncc(Br)cc2C1=O	-24	-8	x	25	0%	14%	8%	-12%	2%
Cc1ccc(-c2ccc(/C=N/c3ncn[nH]3)o2)cc1Cl	2	1	4%	3	-2%	-17%	-1%	6%	1%
C#CCOCCOCCOCCNc1nc(N2CCN(C(=O)[C@H]([C@@H](C)CC)n3cc(CCCCN)nn3)CC2)nc(N2CCN(C(=O)[C@H](CCCCN)n3cc(CCC(=O)O)nn3)CC2)n1	34	-3	-13%	4	0%	-1%	8%	-9%	13%
CCOc1ccccc1OC(=O)CN1C(=O)c2ccccc2C1=O	1	8	-10%	-10	20%	7%	1%	7%	-8%
O=C(CCNS(=O)(=O)c1ccc2[nH]c(=O)oc2c1)Nc1ccccc1	-1	0	-1%	25	u	0%	1%	13%	-5%
Cc1ccc(C(C)C)cc1S(=O)(=O)NCc1cccnc1	-15	-9	-3%	26	-3%	-5%	-5%	-3%	1%
CC(OC(=O)/C=C/c1ccccc1Cl)C(=O)NC1CCCCC1C (centres undefined)	-2	-14	27%	-7	-21%	3%	-28%	-7%	-7%
CCCc1c2c(cc3c(=O)cc(C(=O)OCC)oc13)CCCC2	19	6	-16%	-3	4%	4%	-3%	13%	4%
CCOc1ccccc1N(CC(=O)NC(C)(C)C)C(=O)c1ccc(CN2CCOCC2)o1	22	-5	-3%	-14	16%	-10%	-2%	15µM*	-1%
CCC1(CC)Cc2ccccc2-c2nc(NN)[nH]c(=O)c21	26	3	-2%	29	7%	5%	-12%	12%	-9%
CC(C)c1ccc(NC(=O)CSc2n[nH]c(=O)n2-c2cccnc2)cc1	2	2	0%	51	18%	3%	-3%	30%	0%
O=C1c2ccccc2NC(c2cccnc2)N1c1ccccc1F (centres undefined)	-7	16	-2%	-2	9%	-4%	-10%	u	-18%
COc1cccc(NC(=S)N(Cc2ccc(Cl)cc2)Cc2ccc(C(=O)O)cc2)c1	-8	7	5%	0	0%	0%	-5%	-6%	-1%
Cc1ccc2c(c1)cc1c(=O)n(CC(=O)NCc3ccccn3)nc(C)n12	6	0	-2%	5	13%	-1%	3%	17%	12%
CCc1nc(N2CCCC(C)C2)c2oc3ccccc3c2n1 (centres undefined)	9	17	20%	1	u	6%	u	5.2µM*	u
CCC(=O)N1CCc2cc(S(=O)(=O)NC(Cc3ccccc3)C(=O)NC3CCCC3)ccc21 (centres undefined)	-9	-5	5%	-25	-1%	0%	13%	3%	8%
O=C(c1ccccc1)c1nn(-c2ccccc2)c2nnc(Cc3ccccc3)c(=O)n12	14	-5	18µM*	-6	u	-1%	-25%	u	-3%
Brc1cccc(CNc2nc3ccccc3n2CCN2CCCCC2)c1	-18	-19	8%	-30	-27%	10%	-27%	-3%	u
O=C(Nc1c(F)cccc1F)C(c1ccccc1)c1ccccc1	-7	-8	-5%	15	5%	9%	-4%	-3%	-6%
Cc1cc(=O)n2nc(N3CCCC3C(=O)Nc3cccc(Cl)c3C)sc2n1 (centres undefined)	-17	-5	1%	14	-7%	-2%	7%	5%	14%
CN(CC(=O)Nc1c(Cl)cccc1Cl)C(=O)CNC(=O)c1ccc2ccccc2c1	0	4	0%	-2	-16%	3%	3%	u	-3%
CCC1CCCCN1C(=O)COC(=O)c1n[nH]c2ccccc12 (centres undefined)	2	-2	3%	67	10%	1%	16%	u	15%
COc1ccc(C2CC(=O)N(c3ccccc3)C3=C2C(=O)CCC3)cc1 (centres undefined)	14	6	-10%	11	0%	-2%	11%	8%	7%
Cc1ccccc1C(=O)NC1CCN(CC(=O)Nc2ccc(Br)cc2)CC1	-9	-9	29%	-30	-2%	11%	-8%	-1%	-2%
Cc1ccc(-n2cccn2)c(CN2CCC(CO)(CCc3ccccc3)CC2)c1	-20	-15	8%	-12	-3%	8%	-8%	-25%	-16%
COc1ccccc1CN1CCC(CNS(=O)(=O)c2cc(-c3onc(C)c3C)ccc2OC)CC1	-20	-13&-14	u	u	-22%&-12%	6%	18µM*	-2%&3%	18µM*

Compounds as they come (roughly 12% active in at least one column).
